Screening data as filed in PubChem BioAssay.
TRPC4 PAM = allosterically enhances the mouse TRPC4 cation channel; Q9QUQ5; HEK293 TRPC4beta/mu-opioid, DAMGO EC20, Fluo-4 Ca2+ flux; hits give high values; B-score at 10 µM; 310,000 tested, 0.42% active; AID 2227;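 active = B-score of calcium response area above 5 SD of library B-scores, with initial fluorescence ratio within 5 SD of library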;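 note: B-score of integrated fluorescence ratio over time as area under calcium response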
TRPC4 act = opens the mouse TRPC4 cation channel | Q9QUQ5 | HEK293 TRPC4beta/mu-opioid, Fluo4 calcium fluorescence; hits give high values | B-score at 10 µM | 310,000 tested, 0.49% active | AID 2237;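 active = B-score above 5 SD of library B-scores, and initial fluorescence ratio not above library mean plus 5 SD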;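 note: positive B-score marks a calcium rise read as TRPC4 activation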
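System: HEK293 cells stably co-expressing mouse TRPC4beta and mu-opioid receptor; Schedule: Fluo4 dye loading 45 min at room temperature, 110 s recording; Detection: Fluo4 fluorescence, kinetic; Evaluation: B-scored integrated calcium fluorescence ratio; Controls: buffer (low) and maximal DAMGO (high).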
ANO1 block = mouse TMEM16A channel inhibition, primary screen; normalized B-score (activity score, 25-100; higher = stronger inhibition) at 10 µM; Q8BHY3; 310,000 tested, 1.2% active; HEK293 TMEM16A/YFP iodide influx fluorescence, ionomycin;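 active = ratio plate-corrected score three or more library SD toward inhibition, starting fluorescence score within five deviations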;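 note: score derived from kinetic fluorescence span divided by baseline fluorescence per well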
KCNK9 block = blocks the human KCNK9 two-pore domain potassium channel; B-score at 10 µM; 310,000 tested, 1.2% active; Q9NPC2; HEK293 KCNK9, FluxOR thallium flux fluorescence; hits give low values;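 active = ratio B-score over 3 SD below the library mean, with starting fluorescence within 5 SD of its mean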;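 note: negative B-score means less thallium flux so channel inhibition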
KCNK3 block = human KCNK3 channel inhibition, primary screen | CHO-KCNK3 thallium flux, FluxOR fluorescence; hits give low values | B-score at 10 µM | 340,000 tested, 0.84% active | AID 602410;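 active = B-score under library mean minus 4 SD, starting fluorescence ratio at most library mean plus 5 SD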;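 note: more negative B-score means stronger inhibition of thallium flux through KCNK3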
TMEM16A act = mouse TMEM16A channel activation, primary screen | Q8BHY3 | HEK293 TMEM16A/YFP-H148Q/I152L, iodide quench fluorescence; hits give low values | B-score at 10 µM | 340,000 tested, 0.3% active | AID 623877;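 active = fluorescence-ratio B-score plate-corrected deviation score at least 3 library SD below zero, with starting fluorescence score within 5 deviations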;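 note: channel opened by trigger with iodide after compound preincubation; score built on the fluorescence ratio of max minus min over baseline; more negative score means more quench and so TMEM16A activation or potentiation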
HDAC3 inh = blocks human histone deacetylase 3; O15379; AID 2718; 320,000 tested, 0.15% active; recombinant HDAC3, fluorogenic peptide/trypsin coupled, fluorescence; inhibition, % at 8.3 µM; in the data active = inhibition above about 26%, passing the limit was not always enough; inconclusive = no clear call, values can overlap the other calls
hERG protect = compounds protecting human hERG from proarrhythmic drug block; CHO-hERG, FluxOR thallium flux, dofetilide IC70 present; activation (rescue from dofetilide block), less the hit threshold, % at 10 µM; 310,000 tested, 0.51% active; Q12809;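 active = activation above the mean of controls blocked by dofetilide plus 5 SD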;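 note: thallium influx through hERG after potassium depolarization seen as dye fluorescence rise; in these data hits start at about 4.7%; inactives centre near -7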
Target sequence (Q12809 whole entry, looked up): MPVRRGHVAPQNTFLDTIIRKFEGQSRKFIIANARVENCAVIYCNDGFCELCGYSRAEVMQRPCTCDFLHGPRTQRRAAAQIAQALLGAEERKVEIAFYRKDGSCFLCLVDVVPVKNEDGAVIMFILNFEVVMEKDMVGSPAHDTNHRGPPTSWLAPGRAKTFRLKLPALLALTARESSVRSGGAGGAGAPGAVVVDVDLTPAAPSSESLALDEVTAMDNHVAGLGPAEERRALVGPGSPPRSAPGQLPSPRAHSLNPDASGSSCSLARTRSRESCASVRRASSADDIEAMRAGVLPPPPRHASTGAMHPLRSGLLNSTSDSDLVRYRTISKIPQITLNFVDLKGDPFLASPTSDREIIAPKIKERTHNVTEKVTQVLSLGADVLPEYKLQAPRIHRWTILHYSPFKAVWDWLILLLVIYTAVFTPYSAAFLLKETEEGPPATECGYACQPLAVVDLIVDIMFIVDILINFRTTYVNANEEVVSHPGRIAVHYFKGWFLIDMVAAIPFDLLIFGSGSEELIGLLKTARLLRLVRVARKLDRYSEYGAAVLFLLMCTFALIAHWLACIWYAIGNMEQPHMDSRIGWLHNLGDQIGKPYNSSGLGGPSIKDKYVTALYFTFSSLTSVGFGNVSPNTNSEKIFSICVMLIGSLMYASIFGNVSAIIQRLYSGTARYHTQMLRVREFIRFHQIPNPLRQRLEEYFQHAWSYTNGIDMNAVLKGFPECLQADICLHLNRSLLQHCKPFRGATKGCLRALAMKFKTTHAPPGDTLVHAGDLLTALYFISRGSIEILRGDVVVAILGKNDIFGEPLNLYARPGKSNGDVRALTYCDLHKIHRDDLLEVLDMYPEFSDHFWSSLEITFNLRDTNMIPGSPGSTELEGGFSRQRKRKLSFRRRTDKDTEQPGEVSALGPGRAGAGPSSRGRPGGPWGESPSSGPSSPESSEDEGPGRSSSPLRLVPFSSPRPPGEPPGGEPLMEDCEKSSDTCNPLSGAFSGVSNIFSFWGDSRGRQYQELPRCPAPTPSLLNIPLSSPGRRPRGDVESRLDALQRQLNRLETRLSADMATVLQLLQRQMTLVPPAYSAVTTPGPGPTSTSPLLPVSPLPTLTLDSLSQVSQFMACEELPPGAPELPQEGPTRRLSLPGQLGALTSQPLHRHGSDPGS
DYRK1A inh = blocks rat Dyrk1A kinase activity; Q63470; ADP-Glo luminescence, NFATc1 peptide; AID 504441; inhibition, % at 12.5 µM; 310,000 tested, 0.43% active; in the data active = inhibition above about 50%;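 note: plate controls were vehicle with enzyme for no effect and no enzyme for full effect; many of its hits are not listed in these tables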
KCNQ1 inh = inhibitors of human KCNQ1 potassium channel; P51787; B-score at 10 µM; CHO-K1 KCNQ1, FluxOR thallium flux fluorescence; hits give high values; 310,000 tested, 1.3% active;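 active = compounds whose thallium flux B-score, printed positive for inhibition, exceeds three library SD while starting fluorescence stays within three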;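 note: channel opened by potassium depolarization with thallium stimulus after 20 min compound exposure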
KCNQ1 pot = potentiates or activates the human KCNQ1 potassium channel; P51787; CHO-K1 KCNQ1, thallium flux FluxOR fluorescence; hits give high values; B-score at 10 µM; 310,000 tested, 0.35% active; AID 2648;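 active = fluorescence ratio B-score, a plate-corrected score, at least three library SD, with initial intensity B-score within 5 SD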
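Medium – assay buffer, equal DMSO in all wells · Material – CHO-K1 cell line with stable KCNQ1 potassium channel expression · Signal – kinetic FluxOR thallium fluorescence, 10-s 1-Hz baseline, 110-s post-stimulus read · Compound – single concentration per compound, DMSO matched to controls · Schedule – 37 °C overnight plating, 90-min dark dye load, 20-min compound pretreatment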
Numbers without * were called inactive; i = inactive; ? = inconclusive; / = no result given. An excerpt; rates above refer to the full screens.

compound	TRPC4 PAM	TRPC4 act	ANO1 block	KCNK9 block	KCNK3 block	TMEM16A act	HDAC3 inh	hERG protect	DYRK1A inh	KCNQ1 inh	KCNQ1 pot
CCN(CCNS(=O)(=O)c1ccc2[nH]c(=O)sc2c1)c1ccccc1	i	i	i	i	i	i	/	-8.5	5.3	i	i
COc1ccc(CN(C)C(C)C(=O)Nc2ccc(S(=O)(=O)N3CCCC3)cc2)c(OC)c1OC (centres undefined)	i	i	i	i	/	/	-2.6	-11.8	/	i	i
CN=C1SC(CC(=O)Nc2ccc(F)cc2F)C(=O)N1/N=C(\C)c1cccc(OCC(=O)O)c1 (centres undefined)	i	i	i	i	i	i	/	-8.7	-1.1	i	i
Cc1cc(C)n2c(SCC(=O)N(C)C3CCCCC3)nnc2n1	i	i	i	i	i	i	-4.0	-4.8	-4.1	i	i
S=c1nc2ccccc2c2nc(-c3cccnc3)[nH]n12	i	i	i	i	i	i	/	-7.8	13.5	i	i
CCN1/C(=C2/SC(=S)N(NC(C)=O)C2=O)Sc2ccc(OC)cc21	i	i	i	i	i	i	-3.7	1.4	/	i	i
CCN(/C=N/c1sc2c(c1C#N)CC(C)(C)NC2(C)C)CC	i	i	i	i	i	i	3.8	-10.7	-5.3	i	i
O=C(c1ccco1)N(Cc1ccc(Cl)cc1)Cc1ccco1	i	i	i	i	i	i	0.7	-9.0	-4.0	i	i
O=C(O)CSc1nc(-c2cccs2)cc(C(F)(F)F)n1	i	i	i	i	i	i	5.4	-2.5	-4.3	i	i
COCCNc1c(-c2cc3ccc(C)c(C)c3[nH]c2=O)nc2ccccn12	i	i	i	i	i	i	-3.7	-19.6	2.1	i	i
O=C(CSc1nc2ccccc2o1)NCCOc1ccccc1	i	i	i	i	i	i	-2.4	-11.7	-5.1	i	i
c1ccc(-c2ncc(-c3ccn[nH]3)s2)cc1	i	i	i	i	i	i	-82.2	-6.1	2.6	i	i
COc1cc(OC)cc(C(=O)NC2CCN(CC(=O)Nc3cccc4ccccc34)CC2)c1	i	i	i	i	i	i	-5.9	-9.4	5.3	i	i
O=C(NCc1ccccc1Cl)c1ccc2ccccc2n1	i	i	i	i	i	i	1.8	-11.6	15.1	i	i
COc1ccc(N2CCN(C(=O)c3cc4ccccc4o3)CC2)cc1	i	i	i	i	i	i	-4.4	-0.8	-0.1	i	i
CCC(/C=C1\Sc2ccc(OC)cc2N1CCO)=C\c1sc2ccc(OC)cc2[n+]1CCO	/	/	i	/	i	i	?	/	7.6	/	/
Cc1ccc(N2CCN(S(=O)(=O)c3ccc(F)cc3)CC2)c(C)c1	i	i	i	i	i	i	4.8	-5.8	-1.5	7*	i
CCN(CC)CCNC(=O)NC(=O)c1ccc(Cl)cc1	i	i	i	i	i	i	1.0	-6.0	7.3	i	i
COc1ccc(CNC(=O)C2CCC(CNc3c(N4CCCCC4)c(=O)c3=O)CC2)cc1 (centres undefined)	i	i	i	i	i	i	/	-13.3	0.1	i	i
Cc1cccc(OCC(O)Cn2c(-n3nc(C)cc3C)nc3c2c(=O)[nH]c(=O)n3C)c1 (centres undefined)	i	i	i	i	i	i	2.3	-8.7	5.7	i	i
NC(=S)NN=C1c2cc(S(=O)(=O)N3CCOCC3)ccc2-c2ccc(S(=O)(=O)N3CCOCC3)cc21	i	i	i	i	i	i	8.7	-3.2	8.3	i	i
CC1C=CCC2C(=O)N(c3cccc(C(=O)Nc4ccc(F)cc4)c3)C(=O)C12 (centres undefined)	i	i	i	i	i	i	-1.3	-12.0	7.8	i	i
CCC(C(=O)N1CCC(N2CCCCC2)CC1)n1nc(C)c2sc3ccccc3c2c1=O (centres undefined)	i	i	i	i	i	i	1.5	-5.1	6.3	i	i
O=S(Cc1ccc(Cl)cc1)c1ncc(CO)n1Cc1ccccc1 (centres undefined)	i	i	i	i	i	i	-2.6	-4.6	2.9	i	i
O=C(CCN1C(=O)C2C3C=CC(C4CC34)C2C1=O)OCC(=O)c1ccccc1 (centres undefined)	i	i	i	i	i	i	0.9	-6.7	3.2	i	i
COc1ccc(C(=O)O/N=C(\N)c2cccc(C)c2)cc1OC	i	i	i	i	i	i	0.5	-6.4	10.5	i	i
CC1=NCC(C)c2c1[nH]c1ccccc21 (centres undefined)	i	i	i	i	i	i	-10.0	-12.1	9.9	i	i
Cc1ccc(S(=O)(=O)c2c(N)n(/N=C/c3ccco3)c3nc4ccccc4nc23)cc1C	i	i	i	i	i	i	-4.3	-7.4	-2.2	i	i
COc1ccccc1CNC(=O)c1cc2c(=O)[nH]c3ccccc3c2n1C	i	i	i	i	/	/	-7.7	-9.0	/	i	i
CC1CC(C)CN(S(=O)(=O)c2ccc(C(=O)N(c3ccccn3)C3CCCCC3)cc2)C1 (centres undefined)	i	i	i	i	i	i	0.9	-11.1	4.6	i	i
COc1ccc(C(=O)Nc2ccccc2C(=O)Nc2ccccn2)cc1	i	i	i	i	i	i	-0.1	-1.6	4.0	i	i
C/C(CCS(=O)(=O)c1ccccc1)=N/O	i	i	i	i	i	i	3.6	-6.0	-6.7	i	i
CC(NC(=O)c1cccc(Br)c1)c1ccccc1 (centres undefined)	i	i	i	i	i	i	-4.4	-0.4	0.6	i	i
COc1ccc(S(=O)(=O)N2CCC(C(=O)N3CCCCC3)CC2)cc1Cl	i	i	i	i	i	i	-7.1	-6.3	-3.9	i	i
CCC(C)NS(=O)(=O)c1ccc(OCC(=O)Nc2ccc3c(c2)OCO3)cc1 (centres undefined)	i	i	i	i	i	i	-3.5	-7.6	4.5	i	i
O=C(N/N=C/c1ccco1)C(O)C(O)C(=O)N/N=C/c1ccco1 (centres undefined)	i	i	i	i	i	i	8.8	-0.9	-5.1	i	i
CCOC(=O)N1CCN(c2cc(=O)n(C)c(=O)n2C)CC1	i	i	i	i	i	i	-1.5	-9.5	3.4	i	i
Oc1c(N=Nc2ccccn2)ccc2ccccc12	i	i	i	i	i	i	-9.0	24.6*	-2.3	i	29*
O=C(Cc1ccccc1)NCCc1cccc(Cl)c1	i	i	i	i	i	i	-3.1	-9.2	-3.0	i	i
Cc1occc1C(=O)N/N=C/c1ccc(OCc2ccccc2)cc1	i	i	i	i	i	i	-4.1	-2.7	-5.5	i	i
Cc1ccc(-n2c(SCc3nc4ccccc4c(=O)[nH]3)nnc2-c2ccccc2O)cc1	i	i	i	i	i	i	-0.2	-4.8	-4.9	i	i
O=C(CCCn1cc([N+](=O)[O-])cn1)NCc1ccccc1	i	i	i	i	i	i	-0.1	-1.6	/	i	i
O=C(c1cc2c(=O)n3ccccc3nc2s1)N1CCOCC1	i	i	i	i	i	i	-45.0	-10.4	-8.7	i	i
CC(C)CC(=O)Nc1ccc(S(=O)(=O)NCc2ccco2)cc1	i	i	i	i	i	i	-2.2	-14.2	-6.3	i	i
Cc1ccc(NC(=O)CSc2nc3ccccc3c3nc(CCc4c(C)n[nH]c4C)nn23)cc1F	i	i	25*	i	i	i	0.6	-16.2	7.5	i	i
Cc1ccc(-c2nc(N3CCN(C)CC3)c3ccccc3n2)cc1	i	i	i	i	i	i	7.9	-14.1	3.0	i	i
O=C1c2cccc3cccc(c23)N1Cc1ccc(F)cc1	i	i	i	i	i	i	1.3	-14.9	10.1	i	i
COC(=O)c1ccc(C(=O)OC)c(NC(=O)CN2CCN(c3ccc(OC)cc3)CC2)c1	i	i	i	i	i	i	-3.2	-7.5	3.8	i	i
COc1ccc(CCN2C(=O)NC(NC(=O)CCc3ccccc3)(C(F)(F)F)C2=O)cc1OC (centres undefined)	i	i	i	i	i	i	4.1	-6.2	-5.3	i	i
O=C(Nc1cccc2nsnc12)c1ccc2c(c1)OCO2	i	i	i	i	i	i	-3.1	-3.9	54.0*	i	i
CCOc1ccccc1N1CCN(C(=O)CNC(=O)c2ccccc2F)CC1	i	i	i	i	i	i	-4.6	-1.6	3.2	i	i
Cc1cc(C(=O)COc2ccccc2C(N)=O)c(C)n1C1CC1	i	i	i	i	i	i	-2.6	-10.4	-4.1	i	i
Cc1cc(C(=O)Nn2c(-c3ccncc3)nc3ccccc3c2=O)ccc1[N+](=O)[O-]	i	i	i	i	i	i	4.4	-7.1	-4.3	i	i
Cc1cccc(OCC(=O)OCC(=O)N(CC(C)C)c2c(N)n(Cc3ccccc3)c(=O)[nH]c2=O)c1C	i	i	i	i	i	i	4.8	-16.7	-11.5	i	i
O=C(CSc1cccc[n+]1[O-])Nc1c(Br)cc([N+](=O)[O-])cc1Br	i	i	i	i	i	i	0.9	-2.0	/	i	i
O=C(Nc1cccnc1)c1c(O)c2cccc3c2n(c1=O)CC3	i	i	i	i	i	i	1.6	-7.0	1.3	i	i

Later entries
compound	TRPC4 PAM	TRPC4 act	ANO1 block	KCNK9 block	KCNK3 block	TMEM16A act	HDAC3 inh	hERG protect	DYRK1A inh	KCNQ1 inh	KCNQ1 pot
Cn1c[n+](C)cc1/C=N/O	i	i	i	i	i	i	5.2	-3.3	/	i	i
COc1ccc(CCNC(=O)CCCNC(=O)Cn2cnc3sc(C)c(C)c3c2=O)cc1OC	i	i	i	i	i	i	4.7	-12.2	5.9	i	i
COc1ccc(C(=O)COC(=O)c2c(-c3ccccc3)noc2C)c(OC)c1	i	i	i	i	i	i	-4.4	-8.0	-1.1	i	i
CCS(=O)(=O)N1N=C(c2cccc(NS(C)(=O)=O)c2)CC1c1ccccc1 (centres undefined)	i	i	i	i	i	i	4.3	-16.7	-4.0	i	i
COc1ccc(NC(=O)CC2SC(=NCC3CCCO3)NC2=O)cc1 (centres undefined)	i	i	i	i	i	i	-3.2	-9.2	1.0	i	i
Cc1ccc(-n2nnc(-c3nccs3)n2)cc1	i	i	i	i	i	i	7.2	-4.7	-4.2	i	i
CCC(C)(C)NC(=O)C(c1ccc(F)cc1)N(Cc1ccco1)C(=O)CCC(=O)Nc1ccccn1 (centres undefined)	i	i	i	i	i	i	-1.5	-9.2	-2.1	i	i
COc1ccc(C(C(=O)NCC2CCCO2)N(C(=O)Cn2nnc3ccccc32)c2ccccc2C(C)=O)cc1OC (centres undefined)	i	i	i	i	i	i	2.9	-9.3	-2.6	i	i
Cc1cccc(C)c1N1C(=O)c2cccc([N+](=O)[O-])c2C1=O	i	i	i	i	i	i	-1.0	-8.0	9.2	i	i
COc1ccc(NC(=O)c2onc(C)c2Cl)cc1	i	i	i	i	i	i	/	-4.0	-3.9	i	i
Cn1c(=O)c2c(SCC(=O)N3CCN(c4ccccc4)CC3)nc(C3CC3)nc2n(C)c1=O	/	/	i	/	i	i	-1.2	/	-2.6	/	/
